Glioma ERSR ind: ER stress response induction in glioma | 420,000 tested, 0.02% active | Potency, µM, for the others: at the top dose activation, most hits filed as activators | U87-MG GRP78 promoter luciferase reporter, 16 h; further: potency means the concentration at half of the fitted maximal effect; series mostly up to about 76 µM; % of control where 0% means no effect; nearly all actives have a fitted effect of over 35% in size
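Stably transfected U87-MG glioma cells carrying a GRP78-based luciferase sensor; 16 h compound incubation. Luminescence end-point read 10 min after Bright-Glo addition at room temperature.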
rTrxR1 inhibitor: inhibitors of rat thioredoxin reductase 1; recombinant rTrxR1, NADPH fluorescence consumption, selenite substrate; Potency, µM (titrated, usually from 114 µM), for inactives: at the highest dose activity change, negative = inhibition, actives largely listed as inhibitors; AID 588453; O89049; 390,000 tested, 1% active; further: potency means the concentration at half of the fitted maximal effect; on the % scale 0 is the no-effect control and ±100 the full control effect; nearly all actives have a fitted effect of over 65% in size
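Rat TrxR1 (90 nM in the dispensed reagent) was pre-reduced with 400 uM NADPH for 5 min at room temperature, then incubated with compound for 15 min. After 400 uM selenite was added, NADPH fluorescence (Ex 340/Em 450 nm) was followed for 8 min.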
IDH1 R132H inh: human IDH1 R132H inhibition | Potency, µM (series often up to 76.6 µM), for inactives: top-dose activity change, negative = inhibition, hits mostly inhibitors | IDH1-R132H enzyme, NADPH consumption, diaphorase/resazurin fluorescence | AID 602179 | O75874 | 390,000 tested, 0.093% active; further: potency means the concentration at half of the fitted maximal effect; on the % scale 0 is the no-effect control and ±100 the full control effect; nearly all actives have a fitted effect of over 65% in size
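IDH1-R132H (0.5 ug/mL dispensed) in pH 7.5 Tris buffer was preincubated 30 min with compound, then given a substrate mix of 0.016 mM NADPH and 2 mM alpha-KG for 80 min at room temperature; remaining NADPH was read by diaphorase/resazurin fluorescence.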
LDHA inh: blocks human lactate dehydrogenase A; P00338; purified LDHA, NADH/diaphorase-resazurin fluorescence; stronger effect = lower value; activity change, % (values are at about 110 or 230 µM); 480,000 tested, 0.15% active; AID 1347041; in the data active means activity change below about -30%; inconclusive means mostly about -25% to -30%;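 further: plate controls were DMSO wells for no effect and wells without enzyme for full effect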
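LDH5 2 nM; NADH 0.06 mM, pyruvate 0.2 mM; 200 mM Tris pH 7.4, EDTA, Tween-20; 5 min RT. Detection: diaphorase 0.133 mg/mL + resazurin 37 µM, fluorescence ex540/em590 at 0 and 20 min; normalized to enzyme-free and DMSO wells.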
TrxR1 substrate: substrates of rat thioredoxin reductase 1. Potency, µM (highest dose often 114 µM), for inactives: at the top dose activity change, negative = substrate turnover. purified TrxR1 substrate turnover, NADPH consumption readout. AID 588456. 390,000 tested, 0.01% active; further: potency means the concentration at half of the fitted maximal effect; on the % scale 0 is the no-effect control and ±100 the full control effect; nearly all actives have a fitted effect of over 50% in size
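Rat TrxR1, dispensed at 90 nM, was prereduced with 400 uM NADPH (final) for 5 min at ~22 deg C, then incubated with compound 15 min before 400 uM selenite. A first-read NADPH fluorescence drop versus no-compound background flagged substrates.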
RGS4 inhibitor: blocks human RGS4-accelerated GTP hydrolysis; Transcreener GDP fluorescence polarization, RGS4-accelerated GTP hydrolysis; 390,000 tested, 0.039% active; AID 504845; Potency, µM (highest dose often 114 µM), for inactives: at the highest dose activity change, negative = inhibition, hits mostly inhibitors; P49798; further: potency means the concentration at half of the fitted maximal effect; on the % scale 0 is the no-effect control and ±100 the full control effect; nearly all actives have a fitted effect of over 75% in size; some results filed as inactive show a strong effect at the top dose
Target sequence (P49798 whole entry, looked up): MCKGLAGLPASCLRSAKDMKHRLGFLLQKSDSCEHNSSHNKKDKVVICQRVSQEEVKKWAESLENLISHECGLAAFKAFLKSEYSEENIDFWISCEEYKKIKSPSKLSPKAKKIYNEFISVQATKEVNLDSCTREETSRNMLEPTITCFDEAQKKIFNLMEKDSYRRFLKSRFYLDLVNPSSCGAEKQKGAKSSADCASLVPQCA
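MLSMR compounds (23 nl, pin-transferred) preincubated 10 min at room temperature with a 500nM (2x) first reagent, then RGS4 at 900nM (2x) plus Transcreener GDP mix added; fluorescence polarization (620/688 nm) read before and after 90 min at 30 °C.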
Vif-A3F inh: inhibitors of Vif-A3F interaction | HeLa A3F-eYFP + Vif (tagged APOBEC3F with the HIV-1 protein that degrades it), YFP fluorescence increase | Potency, µM (top dose mostly 46.1 µM), inactives show at the top dose activity, negative = active | 390,000 tested, 0.2% active; further: potency means the concentration at half of the fitted maximal effect; % of control where 0% means no effect; nearly all actives have a fitted effect of over 65% in size
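HeLa cells stably expressing Vif plus C-terminally eYFP-tagged A3F were seeded, incubated overnight at 37 deg C, dosed with compound, incubated overnight again at 37 deg C. Yellow fluorescence (Ex 488/Em 500-530) reported blocked Vif-mediated A3F-eYFP degradation.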
Vif-APOBEC3G blk: blocks the Vif interaction with human APOBEC3G; Potency, µM (series often up to 46.1 µM), inactives show at the highest dose activity, negative = active, actives largely listed as inhibitors; Q9HC16; 410,000 tested, 0.076% active; HeLa A3G-eYFP + Vif (tagged APOBEC3G with the HIV-1 protein that degrades it), YFP fluorescence, overnight;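 further: potency means the concentration at half of the fitted maximal effect; on the % scale 0 is the no-effect control and ±100 the full control effect; nearly all actives have a fitted effect of over 60% in size; hits raise eYFP signal because A3G escapes Vif-driven loss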
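HeLa cells stably expressing Vif and C-terminally eYFP-tagged A3G, seeded overnight at 37 deg C, then exposed to compound by pintool overnight at 37 deg C. Rise in yellow fluorescence (Ex 488/Em 500-530, Acumen) marks blocked Vif-driven A3G degradation.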
USP1-UAF1 inh: inhibitors of human USP1/UAF1 deubiquitinase; O94782; recombinant USP1/UAF1, Ub-Rhodamine cleavage fluorescence; Potency, µM (doses to about 57.1 µM), for the others: at the top dose activity change, negative = inhibition, most hits filed as inhibitors; 390,000 tested, 0.23% active; AID 743255; further: potency means the concentration at half of the fitted maximal effect; on the % scale 0 is the no-effect control and ±100 the full control effect; nearly all actives have a fitted effect of over 60% in size; inactives centre near -12
Target sequence (O94782 whole entry, looked up): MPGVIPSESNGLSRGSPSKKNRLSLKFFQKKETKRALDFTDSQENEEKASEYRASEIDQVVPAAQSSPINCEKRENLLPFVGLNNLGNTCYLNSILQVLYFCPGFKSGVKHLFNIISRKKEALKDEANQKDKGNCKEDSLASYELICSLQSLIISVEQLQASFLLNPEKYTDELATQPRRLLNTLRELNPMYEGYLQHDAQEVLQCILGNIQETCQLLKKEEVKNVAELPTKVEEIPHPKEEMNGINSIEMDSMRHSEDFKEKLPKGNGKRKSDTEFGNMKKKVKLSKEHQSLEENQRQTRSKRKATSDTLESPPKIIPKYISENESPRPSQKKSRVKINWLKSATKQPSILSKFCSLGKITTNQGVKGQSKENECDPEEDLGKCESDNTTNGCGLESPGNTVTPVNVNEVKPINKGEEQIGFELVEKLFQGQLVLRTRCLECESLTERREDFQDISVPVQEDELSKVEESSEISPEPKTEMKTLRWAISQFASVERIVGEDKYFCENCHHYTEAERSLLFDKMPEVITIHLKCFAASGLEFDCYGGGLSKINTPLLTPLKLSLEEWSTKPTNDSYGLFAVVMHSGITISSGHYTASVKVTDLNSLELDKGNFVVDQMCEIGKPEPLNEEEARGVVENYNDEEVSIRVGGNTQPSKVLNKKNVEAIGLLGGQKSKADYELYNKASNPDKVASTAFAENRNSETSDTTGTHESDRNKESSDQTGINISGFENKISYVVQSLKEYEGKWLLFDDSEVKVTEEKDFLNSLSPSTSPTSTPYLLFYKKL
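Step one: compound is pinned into 1nM USP1/UAF1 in HEPES pH 7.8 buffer with TCEP. Step two: 15 min room-temperature incubation. Step three: Ub-Rho (150nM final) starts cleavage, tracked by fluorescence over six one-minute reads.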
* hit, by the source's call; ? = inconclusive; & = joins results of further samples; [ ] = remark or other dose. Unless noted, the call rests on the fitted dose curve; in most records, active means well fitted curve in the direction sought with a large enough effect; inconclusive means small, poorly fitted or top-dose-only effect, or another doubt; inactive means no such curve, though single readings can be large; an effect the other way counts as inactive or inconclusive.

Sequence of screens: LDHA inh	Vif-APOBEC3G blk	RGS4 inhibitor	rTrxR1 inhibitor	TrxR1 substrate	Vif-A3F inh	USP1-UAF1 inh	Glioma ERSR ind	IDH1 R132H inh
O=C(O)Cc1ccc(NS(=O)(=O)c2ccccc2Br)cc1
→ 0	2%	-3%	-11%	18%	7%	-21%	1%	-1%
COc1ccc(C(=O)Oc2ccc(C(c3c(C)[nH][nH]c3=O)c3c(C)[nH][nH]c3=O)cc2OC)cc1
→ 10	7%	?	-4%	2%[0.457 µM]	6%	-21%	0%	-9%
CNC(=S)N1CCC(n2cnc3ccccc32)CC1
→ -10	2%	2%	8%[57.1 µM]	7%[57.1 µM]	-4%	-27%	-2%	-5%
CCn1c(=NC(=O)CSC(C)=O)sc2ccccc21
→ -1	-5%	17%	-10%[57.1 µM]	-6%[57.1 µM]	-10%	-3%	-3%	-1%
CC(C)c1ccccc1N1CC(C(=O)O)CC1=O (stereo not drawn)
→ -13	1%	-30%	-2%	-7%	1%	-13%	-3%	-2%
COc1cc(OC)cc(C(=O)N2CCN(C(=O)c3cccs3)CC2)c1
→ -4	-2%	0%	13%[57.1 µM]	4%[57.1 µM]	-13%	1%	-2%	-2%
O=C(CCNC(=O)C1CCN(S(=O)(=O)c2ccccc2)CC1)NCc1ccccn1
→ -7	0%	0%	-20%	-12%	-3%	-8%	-2%	-9%
O=c1oc(-c2ccccc2F)nc2c1cnn2-c1ccccc1
→ 0	-10%	2%	5%	21%	-7%	?	-2%	3%
O=C(Nc1ccc(S(=O)(=O)O)cc1)c1ccc2c(c1)S(=O)(=O)c1ccccc1C2=O
→ -2	-6%	10%	-5%[57.1 µM]	-2%[57.1 µM]	3%	-20%	-4%	-5%
CCOc1cccc(CN2CCCC(C(=O)Nc3cccc(-n4cccn4)c3)C2)c1 (stereo not drawn)
→ -3	1%	7%	-6%	-9%	-4%	-19%	-5%	6%
Cc1ccc(S(=O)(=O)N(C)C)cc1NC(=O)COC(=O)CCC1CCCC1
→ -4	-4%	6%	-2%	-13%	2%	-6%	-4%	3%
Cc1cc(N2CCN(c3cccc(C)c3C)CC2)n2cnnc2n1
→ -7	4%	22%	-9%	-11%	0%	3%	-2%	1%
CCOc1ccc(NC(=O)CSc2nc3c(c(=O)n2-c2ccccc2OC)SCC3)cc1
→ -7	-5%	-4%	-2%[57.1 µM]	1%[57.1 µM]	6%	-8%	-1%	-4%
CCNc1nc(C)cc(COC)c1C#N
→ 3	0%	-1%	-24%	385%[activator]	4%	-12%	2%	2%
COC(=O)C1=C(C(=O)OC)C(C(=O)OC)C(C(=O)OC)C(C(=O)OC)(C(=O)OC)C(C(=O)OC)=C1C(=O)OC (stereo not drawn)
→ 1	-7%	?	?	10%[57.1 µM]	14%	0%	-14%	1%
O=[N+]([O-])c1cc(/C=N/Nc2nc(N3CCCCC3)nc(N3CCCCC3)n2)ccc1O
→ -9	-2%	32%	14%[57.1 µM]	8%[57.1 µM]	1%	-10%	-1%	1%
CCC1(C)Cc2c(c(=O)n(-c3ccccc3)c3ncnc(N)c23)CO1 (stereo not drawn)
→ -7	-1%	-2%	-14%	44%[activator]	2%	1%	-4%	-4%
COc1ccc(OC)c(C(=O)COC(=O)c2cccnc2Cl)c1
→ -4	0%	1%[11.4 µM]	-3%	-5%	3%	-9%	-2%	-9%
CCc1nn(C(CC)C(=O)NCC(C)c2ccccc2)c(=O)c2cc3occc3n12 (stereo not drawn)
→ -2	3%	-9%[11.4 µM]	13%	4%	1%	-17%	2%	-7%
CC1(C)CC(=O)C=C(c2cccs2)C1
→ -3	0%	-2%	9%[57.1 µM]	3%[57.1 µM]	1%	20%	-4%	1%
CCOC(=O)CSc1ccc(S(=O)(=O)N2CCCC2)cc1[N+](=O)[O-]
→ -1	-1%	-15%	-1%	7%[57.1 µM]	-10%	-2%	5%	-9%
COc1ccc(OC2CCN(C(=O)Nc3ccc(C)cc3)CC2)cc1
→ -1	1%	-9%	2%	-4%	4%	-21%	4%	-1%
CC(=O)NC(CC(=O)NCc1ccncc1)c1ccccc1 (stereo not drawn)
→ 0	-12%	-13%	52%[activator]	14%	-10%	-26%	-1%	-9%
O=C(Nc1ccc2c(c1)OCO2)C1CC(=O)N(c2cccc(Cl)c2)C1 (stereo not drawn)
→ -7	-5%	8%	5%	-2%	8%	-21%	0%	10%
Cc1ccc(S(=O)(=O)CCC(=O)OCC(=O)NCC(=O)Nc2cccc(C)c2C)cc1
→ -2	1%	5%	3%	-3%	1%	-6%	-1%	3%
CC(=O)N1CCc2ccc(S(=O)(=O)N3CCN(C)CC3)cc21
→ -6	0%	-1%	14%[57.1 µM]	-10%	-9%	-2%	-2%	9%
CCN(C(=O)COC(=O)C1CCN(S(=O)(=O)c2c(Cl)cccc2Cl)CC1)C1CCCCC1
→ -2	-4%	-11%	0%	2%	6%	-7%	-3%	2%
Cc1ccc(C)c(NC(=O)c2cc(S(=O)(=O)NCCC3=CCCCC3)ccc2F)c1
→ 5	6%	15%	21%[57.1 µM]	-4%[57.1 µM]	0%	-14%	-2%	-8%
Fc1ccc(-c2nc3cnccn3c2NC2CCCC2)cc1
→ -5	2%	-7%	5%	8%	-14%	-13%	-3%	16%
O=c1oc(CCO)cc2ccccc12
→ -1	-1%	3%	6%	3%	1%	-22%	-3%	8%

The final two compounds of the part before lead into the next.
Sequence of screens: LDHA inh	Vif-APOBEC3G blk	RGS4 inhibitor	rTrxR1 inhibitor	TrxR1 substrate	Vif-A3F inh	USP1-UAF1 inh	Glioma ERSR ind	IDH1 R132H inh
Fc1ccc(-c2nc3cnccn3c2NC2CCCC2)cc1
→ -5	2%	-7%	5%	8%	-14%	-13%	-3%	16%
O=c1oc(CCO)cc2ccccc12
→ -1	-1%	3%	6%	3%	1%	-22%	-3%	8%
Cc1cc(Nc2cc(F)ccc2C)n2nc(C)nc2n1
→ 0	1%	-32%	-9%[57.1 µM]	-5%[57.1 µM]	-15%	-4%	-3%	-3%
C=CCNC(=S)N/N=C/c1cn(C)c2ccccc12
→ -3	-6%	-32%	12%[57.1 µM]	-3%[2.29 µM]	?	-7%	4%	7%
O=C(Oc1ccc2c(c1)OCO2)c1cccs1
→ 0	5%	-14%	21%[57.1 µM]	9%[57.1 µM]	9%	-18%	-1%	7%
NC(=O)CC(NC(=O)Cc1ccc(Br)cc1)c1ccc(N2CCN(c3ccccn3)CC2)c([N+](=O)[O-])c1 (stereo not drawn)
→ -7	0%	-24%	28%	8%[57.1 µM]	11%	-14%	-2%	-6%
O=C(COC(=O)C1(c2cccc(F)c2)CCCC1)NCc1cccs1
→ -2	-3%	-5%	28%	-4%	3%	-11%	-1%	1%
CCN1C(=O)N(c2ccc(C(C)=O)cc2)S(=O)(=O)c2ccccc21
→ -4&-1	2%&-1%	13%&21%	27%	2%	0%&0%	-1%&-31%	-3%&-1%	6%&0%
O=C(Nc1ccc(S(=O)(=O)Nc2nccs2)cc1)C1=NN(c2ccccc2)C(=O)CC1
→ 4	0%	-25%	-19%	-6%	3%	-9%	-1%	-1%
COc1ccc(C(=O)NC2CCCc3ccccc32)cc1 (stereo not drawn)
→ -5	-11%	9%	5%[57.1 µM]	2%[57.1 µM]	2%	-6%	0%	20%
COc1ccc(/C=N/NC(=O)c2ccc3c(c2)OCCO3)cc1[N+](=O)[O-]
→ -4	2%	-13%	-15%	-15%	-3%	-4%	-1%	0%
COc1ccc(CNC(=O)c2ccc3c(c2)nc2n3CCCCC2)cc1
→ 1	1%	-14%	15%[57.1 µM]	-1%[57.1 µM]	1%	11%	-1%	0%
COc1ccc(S(=O)(=O)/N=C2/C=CC(=O)C(C)=C2C)cc1
→ 21	-19%	?	-6%	0%	4%	-9%	-2%	8%
CCc1ccc(S(=O)(=O)NCc2cn3c(C)csc3n2)s1
→ -1	4%	-22%	2%[57.1 µM]	1%[57.1 µM]	-4%	-18%	-3%	9%
CC1=C(C(=O)Nc2ccc(C)cc2C)C(c2cccs2)n2nc(SCc3ccc(Cl)cc3)nc2N1 (stereo not drawn)
→ -11	3%	0%	26%	4%	-7%	-19%	-2%	0%
O=C(Cn1ncc2c1-c1ccccc1OC2)N1CCc2ccccc21
→ 0	-1%	-7%	10%[57.1 µM]	-1%[57.1 µM]	4%	-10%	-3%	6%
Cc1ccc(C)c(N2CCN(C(=O)CCS(=O)(=O)c3cc(Br)cc4c3N(C(=O)C3CC3)CC4)CC2)c1
→ -2	5%	9%	5%	-6%	0%	-8%	-2%	-6%
O=C(Cc1c[nH]c2ccccc12)NNC(=O)c1ccccc1
→ -8	-2%	22%	-24%	-7%	-1%	-5%	-3%	3%
COc1cccc(C(c2nnnn2Cc2ccccc2)N2CCN(C3CCCC3)CC2)c1OC (stereo not drawn)
→ -6	-5%	-1%	13%[57.1 µM]	6%[57.1 µM]	3%	-5%	-1%	2%
Cc1ccc(NC(=O)CNCc2cccs2)cc1Br
→ -9	-4%	0%	6%[57.1 µM]	1%[57.1 µM]	1%	-20%	5%	5%

These rows are one share of the data; count on the stated rates, not on these rows.
